From PubChem BioAssay
IL-1B inflam inh: blocks inflammasome-driven IL-1 beta release; THP-1 LPS/ATP IL-1B secretion, AlphaLISA, 16 h; stronger effect = lower value; activity change, % at 57.5 µM; 360,000 tested, 4.7% active; AID 743279; in the data active means activity change below about -50%; inconclusive means mostly about -30% to -49%; further: on the % scale 0 is the no-effect control and ±100 the full control effect
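THP-1 cells pretreated 1 hr with compounds (up to 57.5 uM final), then stimulated with LPS (250 ng/mL final) plus ATP (1.25 mM final); secreted IL-1B measured by AlphaLISA after 16 hr, decreased signal indicating inhibition.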
DRD3 agonist: D3 dopamine receptor (human) agonism | 410,000 tested, 0.58% active | D3R DiscoveRx beta-arrestin cells, luminescence, 90 min | max activation, % | P35462 | AID 652048; in the data active means max activation above about 30%; further: 0% is about no effect; mostly tested at two doses, the higher about 12 µM
Target sequence (P35462 whole entry, looked up): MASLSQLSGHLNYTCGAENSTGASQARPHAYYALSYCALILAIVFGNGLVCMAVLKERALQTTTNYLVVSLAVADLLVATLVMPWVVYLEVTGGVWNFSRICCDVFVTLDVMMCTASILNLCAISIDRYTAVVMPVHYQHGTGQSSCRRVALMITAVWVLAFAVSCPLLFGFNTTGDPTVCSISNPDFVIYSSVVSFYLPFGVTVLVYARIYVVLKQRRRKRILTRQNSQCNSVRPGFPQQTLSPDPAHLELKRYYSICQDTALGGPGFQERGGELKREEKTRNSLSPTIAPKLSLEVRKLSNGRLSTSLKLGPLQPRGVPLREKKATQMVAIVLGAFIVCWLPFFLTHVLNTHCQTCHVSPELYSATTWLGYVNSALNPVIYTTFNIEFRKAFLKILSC
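Agonist-mode cell screen: cells plated at 1500/well and incubated overnight at 37 °C, then exposed to library compounds for 90 min at 37 °C. Detection reagent was added for 30–60 min at room temperature, and luminescence was read.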
SW480 rereplic: inducers of DNA re-replication in SW480 colon cancer cells; Potency, µM (doses to about 46.1 µM), inactives show at the top dose re-replication activation, hits mostly activators; SW480 DNA re-replication, Hoechst DNA content imaging, 48 h; 340,000 tested, 1.8% active; further: potency means the concentration at half of the fitted maximal effect; % of control where 0% means no effect; nearly all actives have a fitted effect of over 55% in size
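250 cells/well; 23 nL cpd via pin tool; 48 hr, 37 C, 5% CO2; Hoechst 40 min; imager read of total nuclear intensity, ex 405/em 500-530 nm.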
GLP1R ag: GLP-1 receptor (human) agonism; Potency, µM (doses to about 45.6 µM), without a hit: at the highest dose activation, actives largely listed as activators; 380,000 tested, 0.007% active; HEK293 GLP-1R CRE-luciferase, luminescence, 4-6 h; cells express a hypersensitive GLP-1R form; P43220; further: potency means the concentration at half of the fitted maximal effect; % of control where 0% means no effect
Target sequence (P43220 whole entry, looked up): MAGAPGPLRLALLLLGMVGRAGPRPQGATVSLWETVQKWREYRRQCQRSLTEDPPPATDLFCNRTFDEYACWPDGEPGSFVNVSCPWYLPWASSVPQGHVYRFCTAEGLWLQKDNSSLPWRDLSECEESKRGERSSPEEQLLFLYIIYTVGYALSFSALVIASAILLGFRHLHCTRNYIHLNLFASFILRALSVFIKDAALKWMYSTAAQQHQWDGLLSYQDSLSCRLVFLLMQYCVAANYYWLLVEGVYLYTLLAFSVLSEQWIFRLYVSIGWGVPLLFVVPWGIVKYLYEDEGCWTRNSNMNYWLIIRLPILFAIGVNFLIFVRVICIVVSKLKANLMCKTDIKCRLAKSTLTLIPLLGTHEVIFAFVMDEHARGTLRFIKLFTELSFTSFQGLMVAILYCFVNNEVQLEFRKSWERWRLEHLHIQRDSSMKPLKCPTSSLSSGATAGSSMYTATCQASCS
HT1080 IDH1KD tx: toxicity to HT-1080 IDH1 knockdown cells (counter line) | HT-1080 IDH1 knockdown viability, ATP luminescence, 48 h | Potency, µM (doses to about 46.1 µM), for the others: at the top dose activity, negative = toxicity, actives largely listed as cytotoxic | 360,000 tested, 2% active | AID 686971;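 further: potency means the concentration at half of the fitted maximal effect; 0% = DMSO wells and -100% = cell-free medium wells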
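CellTiter-Glo luminescence after 48 h compound exposure at 37 degrees C of IDH1-knockdown HT-1080 cells in 5% FBS RPMI. %Activity scaled between DMSO wells and cell-free media wells, with curves fitted and assigned curve classes.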
KB-3-1 tox: kills parental KB-3-1 adenocarcinoma cells; KB-3-1 viability, CellTiter-Glo ATP luminescence, 72 h; Potency, µM (doses to about 46.1 µM), inactives show at the highest dose activity change, negative = cytotoxic, actives largely listed as cytotoxic; 400,000 tested, 1.4% active; AID 1347075; further: potency means the concentration at half of the fitted maximal effect; on the % scale 0 is the no-effect control and ±100 the full control effect; nearly all actives have a fitted effect of over 60% in size
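Viability of parental KB-3-1 cells, measured by CellTiter-Glo luminescence, followed a 72 h incubation at 37 °C with pinned compounds in phenol-red-free DMEM containing 10% FBS.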
DRD3 antagonist: antagonists of human D3 dopamine receptor; P35462; D3R cells, DiscoveRx beta-arrestin luminescence, antagonist mode; stronger effect = lower value; max response, negative = inhibition, %; 360,000 tested, 2.5% active; in the data active means max response below about -50%; inconclusive means no clear call, values can overlap the other calls; further: on the % scale 0 is the no-effect control and ±100 the full control effect; mostly tested at two doses, the higher about 12 µM
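Cells expressing the human receptor were seeded at 1500 cells/well, incubated overnight at 37 degrees C in 5% CO2, then exposed to library compounds with dopamine controls for 90 minutes at 37 degrees C before luminescent detection.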
KB-V1 MDR tox: KB-V1 MDR subline cytotoxicity; KB-V1 MDR cells viability, CellTiter-Glo, 72 h; 400,000 tested, 3.4% active; AID 1347076; Potency, µM (titrated, usually from 46.1 µM), for the others: at the top dose activity change, negative = cytotoxicity, usual class: cytotoxic; further: potency means the concentration at half of the fitted maximal effect; on the % scale 0 is the no-effect control and ±100 the full control effect; nearly all actives have a fitted effect of over 60% in size
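Luminescent ATP read-out (CellTiter-Glo, 10 min) measures survival of drug-selected KB-V1 MDR cells after 72 h, 37 degrees C compound exposure. Medium: phenol-red-free DMEM, 10% FBS. Values from fitted concentration-response curves.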
HT1080NT lethal: kills 2HG-producing HT-1080-NT fibrosarcoma cells; HT-1080-NT fibrosarcoma viability, CellTiter-Glo ATP luminescence, 48 h; Potency, µM (top dose mostly 46.1 µM), inactives show at the highest dose activity, negative = less viability, actives largely listed as cytotoxic; 360,000 tested, 1.6% active; AID 686970;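 further: NT is the 2HG producing partner of a matched IDH1 knockdown line; potency means the concentration at half of the fitted maximal effect; 0% = DMSO-treated cells and -100% = media-only wells without cells; nearly all actives have a fitted effect of over 55% in size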
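Read-out is CellTiter-Glo luminescence after 10 minutes at room temperature, following 48 hours' compound treatment of HT-1080-NT cells (750 cells/well, RPMI, 5% FBS, 37 degrees C).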
* = called active by the depositor; u = inconclusive; x = not tested or not shown; & = joins results of further samples; [ ] = dose if it differs, or a comment. Unless noted, the call rests on the fitted dose curve; in most records, active means well fitted curve in the direction sought with a large enough effect; inconclusive means small, poorly fitted or top-dose-only effect, or another doubt; inactive means no such curve, though single readings can be large; an effect the other way counts as inactive or inconclusive.

SMILES	IL-1B inflam inh	DRD3 agonist	SW480 rereplic	GLP1R ag	HT1080 IDH1KD tx	KB-3-1 tox	DRD3 antagonist	KB-V1 MDR tox	HT1080NT lethal
O=C(O)CCC(=O)NN1C(=O)c2ccccc2NC1c1ccc(F)cc1 (stereo not given)	3	-14	19%	-1%	16%	13%	-9	17%	12%
O=S(=O)(NCC1CCN(c2ccc(S(=O)(=O)N3CCOCC3)cc2)CC1)c1ccc(F)cc1	-5	4	-3%	-2%	-17%	-27%	3	u	-22%
CCC1=NN(C(=O)c2ccc([N+](=O)[O-])cc2)C(O)(c2ccccc2)C1 (stereo not given)	-24	-17	u	11%	u	0%	u	-55%	u
O=C(c1ccc2[nH]ccc2c1)N1CCCC(Nc2ccccc2)C1 (stereo not given)	-13	1	11%	7%	-3%	-17%	1	-10%	12%
C=CCSc1n[nH]c(-c2ccc(OCCC)cc2)n1	-4	-10	u	0%	8.9µM*	-13%	u	0%	7.1µM*
O=C(O)C1CCCCN1C(=O)c1cc2c(s1)CCCCC2 (stereo not given)	5	3	-5%	-6%	11%	2%	1	u	6%[9.24 µM]
CC1=NOC(=O)/C1=C\c1ccc(-c2ccc(Br)cc2C(=O)O)o1	17	11	-1%	-2%	3%	-3%	-2	u	2%
Cc1ccn(CCC(=O)N2c3ccccc3CC2C)n1 (stereo not given)	13	1	3%	5%	0%	3%	12	u	4%
CC(C)(C)C1CCC(=O)N2CCC[C@]2(c2ccccc2)C1 (stereo not given in full)	1	-7	x	-5%	10%	0%	0	47%	0%
COc1ccc(C(=O)NCC2(c3ccccc3)CCCC2)c(OC)c1	25	-3	u	u	-7%	-24%	6	3%	0%
COc1cccc(NC(=O)C2CCCN(c3ncnc4c3nc3n4CCCCC3)C2)c1 (stereo not given)	-12	13	u	-3%	-14%	8%	1	-11%	-3%
COc1ccccc1C(NC(=O)C1CCN(CCOc2ccc(Cl)cc2Cl)CC1)c1ccccn1 (stereo not given)	0	-13	x	-1%	15µM*	0%	u	7%	u
CCOc1ncccc1C(=O)N(C)CC(=O)Nc1ccccc1SC	22	8	-4%	6%	0%	-1%	0	10%	4%
CNc1nc2cc([N+](=O)[O-])c([N+](=O)[O-])cc2nc1NC	0	20	-3%	1%	3.3µM*	8.2µM*	68	0%	3.3µM*
S=c1[nH]cnc2scc(-c3ccc(Cl)cc3)c12	x	-10	25%	8%	u	u	1	u	-30%

Some of the entries so far, with values under each structure:
Each structure is followed by: IL-1B inflam inh, DRD3 agonist, SW480 rereplic, GLP1R ag, HT1080 IDH1KD tx, KB-3-1 tox, DRD3 antagonist, KB-V1 MDR tox, HT1080NT lethal
- Cc1ccn(CCC(=O)N2c3ccccc3CC2C)n1 (stereo not given)
    13, 1, 3%, 5%, 0%, 3%, 12, u, 4%
- CC(C)(C)C1CCC(=O)N2CCC[C@]2(c2ccccc2)C1 (stereo not given in full)
    1, -7, x, -5%, 10%, 0%, 0, 47%, 0%
- COc1ccc(C(=O)NCC2(c3ccccc3)CCCC2)c(OC)c1
    25, -3, u, u, -7%, -24%, 6, 3%, 0%

The list goes on:
SMILES	IL-1B inflam inh	DRD3 agonist	SW480 rereplic	GLP1R ag	HT1080 IDH1KD tx	KB-3-1 tox	DRD3 antagonist	KB-V1 MDR tox	HT1080NT lethal
COC(=O)C1Sc2[nH]c(=O)sc2C(c2ccc(Cl)cc2)C1C(=O)OC (stereo not given)	74	-6	0%	-1%	-11%	6%	5	-4%	-2%
COC(=O)c1ccc([N+](=O)[O-])cc1N1C(=O)C2C3CCC(C3)C2C1=O (stereo not given)	0	1	-13%	-3%	7%	3%	-1	0%	8%
COc1cccc(N2C(=O)CC(N3CCN(C(=O)c4ccco4)CC3)C2=O)c1 (stereo not given)	-4	-4	1%	1%	9%	-4%	11	9%	u
CCN1CCN(c2cc(=O)n(-c3cc(Cl)ccc3C)c(=O)[nH]2)CC1	9	7	-17%	-9%	2%	-5%	4	-1%	13%
COc1ccc(C(=O)N[C@H](C(=O)NCCCn2nc(C)cc2C)C(C)C)cc1	-5	-3	1%	-20%	14%	-13%	-22	15µM*	10%
COc1ccc2nc(C)c3c(c2c1)OC(C(C)(Cl)Br)C3 (stereo not given)	-13	22	-1%	14%	-5%	-12%	9	u	-17%
COc1cccc(C2CC(c3cccs3)Nc3ncnn32)c1 (stereo not given)	-4	3	99%	-3%	-1%	-1%	4	-12%	-8%
CC1CCN(S(=O)(=O)c2cccc(C(=O)Nc3ccccc3)c2)CC1	-54*	8	-1%	9%	-15%	u	-1	u	-11%
CCn1nc(C(=O)NNC(=O)C(Cc2ccccc2)NC(N)=O)c2ccccc2c1=O (stereo not given)	19	10	-24%	7%	10%	16%	-4	0%	12%
CCN(CC)S(=O)(=O)c1cccc(C(=O)NC2CCCCC2)c1	4	-4	-2%	13%	u	0%	19	18µM*	-13%
Cc1cc(N(C)C)cc(C)c1N=Nc1cc[n+]([O-])cc1	6	-5	x	-1%	-7%	0%	-15	4%	-15%
Nc1ncnc2c1ncn2[C@@H]1O[C@H](CN=C2NS(=O)(=O)c3ccccc32)[C@@H](O)[C@H]1O	12	2	-6%	5%	8%	10%	2	15%	8%
O=S(=O)(NNc1nccc(C(F)(F)F)n1)c1cccc(Cl)c1Cl	19	13	-13%	0%	1%	1%	0	24%	-5%
CCc1n[nH]c(=S)n1/N=C/c1ccc(-c2ccc(Br)cc2)o1	36	0	-1%	11%	u	3%	-146*	12%	u
O=C(Cn1ccc2ccccc2c1=O)NCCC(=O)Nc1ccc(F)cc1F	28	-1&9	-2%	0%	7%	6%&27%	1	-12%&0%	-4%
Cc1ncc([N+](=O)[O-])n1CC(=O)NC1CCCC1	9	-31	-2%	-4%	14%	6%	15	-3%	6%
c1ccc(C2Nc3ccccc3-c3nc4ccccc4n32)nc1 (stereo not given)	-14	-7	17%	15%	u	-5%	10	-18%	-2%
Cc1nc(C(F)(F)F)ccc1C(=O)N1CCC(C)(C(=O)O)C1 (stereo not given)	20	4	x	-2%	19%	0%	1	5%	u
Cc1cc(C)cc(OCC(=O)OCC(=O)Nc2cc(S(=O)(=O)N3CCOCC3)ccc2Cl)c1	5	5	2%	-28%	-1%	-12%	u	-19%	-5%
O=C(CN1CCN(S(=O)(=O)c2ccc(F)c(Cl)c2)CC1)N1CCOCC1	11	-8	3%	-4%	0%	-6%	-11	-10%	-1%
ClCc1csc(-c2ccccc2Cl)n1	-3	-1	-9%	21%	-5%	4%	2	-9%	-9%
Cc1ccccc1OCCCCCCN1CCNCC1	-74*	-5	-3%[9.22 µM]	7%	u	-22%	12	-29%	u
CCn1nccc1C(=O)Nc1ccc(S(=O)(=O)NC23CC4CC(CC(C4)C2)C3)cc1	0	1	11%	-2%	u	u	17	-25%	u
COc1cc(NC(=O)CCS(=O)(=O)c2ccc3c(c2)n(C)c(=O)c(=O)n3C)cc(OC)c1	12	1&-13	-4%	-6%	-1%	-4%	4	22%	-1%
O=C(COc1ccc(F)cc1Cl)Nc1ccc(N2CCOCC2)cc1N1CCOCC1	-8	-6	27%	2%	-10%	-1%	-5	-25%	-2%
C/C(C/C(C)=C1/SC(=S)NC1=O)=C1\SC(=S)NC1=O	37	-3	-95%[inhibitor]	-1%	-1%	21%	-4	14%	2%
O=C(OCCN1C(=O)c2ccccc2C1=O)[C@@H]1CC(O)CN1S(=O)(=O)c1ccccc1[N+](=O)[O-] (stereo not given in full)	u	5	-3%	8%	13%	10%	0	u	22%
CCOC(=O)CSc1nc(N2CCOCC2)c2c(c1C#N)CC(C(C)C)OC2 (stereo not given)	56	-6	20%	24%	-18%	1%	6	-29%	-1%
Cc1ccc(N(C)S(=O)(=O)c2ccc(-c3cc(C)no3)s2)cc1	4	-11	u	7%	u	-29%	-7	u	-26%
CCCCOc1ccc(C(=O)N/C(=C/C=C/c2ccccc2)C(=O)O)cc1	-9	8	-7%	15%	u	7%	-8	u	-29%
CCOC(=O)CSc1nnc2n(C3CCCCC3)c(=O)c3c4c(sc3n12)CCCC4	-20	4	0%	2%	-1%	-26%	8	u	5%
Cc1c(C(=O)N(C)Cc2ccc(F)cc2)sc(=O)n1Cc1ccc(Cl)c(Cl)c1	0	-8	x	-1%	u	-17%	3	u	-24%
CCCCN1C(=N)N([C@@H](C)CN2CCC[C@H]2CN2C(N)=NC[C@@H]2Cc2ccccc2)C[C@H]1[C@H](C)CC	-17	-9	-5%	8%	6%	11%	-11	29%	u
COc1ccc2nc(NCc3ccccc3)[nH]c2c1	-102*	-21	15µM*	1%	u	9.2µM*	u	u	u
Cc1ccc(S(=O)(=O)NC(CC(C)C)C(=O)Nc2nccs2)cc1 (stereo not given)	4	2	-1%	-7%	-13%	13%	13	16%	-4%
COc1ccc(CNC(=O)COC(=O)[C@H](Cc2ccccc2)NC(=O)c2cccs2)cc1	20	4	1%	0%	15%	-3%	-9	24%	7%[9.24 µM]
COCCN(C(=O)COC(=O)c1ccco1)c1c(N)n(Cc2ccccc2)c(=O)[nH]c1=O	-1	5	-3%	7%	4%	0%	-4	-2%	8%
COc1cc2cnc(-c3cccnc3)cc2cc1OC	u	2	14%	17%	12%	0%	21	-18%	0%
CC(Oc1ccccc1)c1ccnc2nc(/N=C/N(C)C)nn12 (stereo not given)	-9	-13	-1%	5%	-5%	10%	-18	u	2%
CCOC(=O)NC(=O)CSc1nc2ccccc2[nH]1	22	-7	0%	4%	9%	11%	2	-2%	6%
COc1cc(NC(=O)C2=C(C)OCCS2)c(Cl)cc1C(=O)NCCN1CCN(C)CC1	-20	0	-5%	13%	-2%	2%	5	-9%	-9%
